Bioassay records (PubChem BioAssay)
Nrf2 block – Nrf2 qHTS screen for inhibitors; A549 ARE-Fluc reporter, luciferase luminescence, 18-24 h; Potency, µM (series often up to 46 µM), for inactives: top-dose activity change, negative = inhibition, hits mostly inhibitors; hit rate 2.1% among 360,000; further: potency means the concentration at half of the fitted maximal effect; on the % scale 0 is the no-effect control and ±100 the full control effect; nearly all actives have a fitted effect of over 60% in size
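Cells were seeded and rested 2 h, then exposed to compounds for 18-24 h. CellTiter-Fluor was read first as a viability measure. BugLite was added 15 min before the final luminescent read of ARE-luciferase activity in A549 cells.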
MCF10A rereplic – A quantitative high throughput screen for small molecules that induce DNA re-replication in MCF 10a normal breast cells; MCF 10A DNA re-replication, Hoechst nuclear intensity, 48 h; Potency, µM (series often up to 46.1 µM), without a hit: top-dose activity, positive = re-replication, most hits filed as activators; hit rate 2.9% among 350,000; AID 624296, 2012; further: potency means the concentration at half of the fitted maximal effect; % of control where 0% means no effect; nearly all actives have a fitted effect of over 50% in size
A549 viability – Nrf2 qHTS screen for inhibitors: counterscreen for cytotoxicity; hit rate 0.16% among 390,000; AID 504648, 2011; A549 ARE-Fluc cells, CellTiter-Fluor viability, 18-24 h; Potency, µM (top dose mostly 46 µM), for inactives: at the highest dose activity change, negative = cytotoxicity, hits mostly inhibitors; further: potency means the concentration at half of the fitted maximal effect; on the % scale 0 is the no-effect control and ±100 the full control effect
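A549 ARE-Fluc cells in 5% FBS OPTI-MEM, 5000 cells/well, rested 2 h then exposed to compounds in concentration-response for 18-24 h at 37 °C. Viability by CellTiter-Fluor fluorescence (Ex 405/Em 525) after 30 min; luciferase luminescence (BugLite, 15 min, RT) read afterwards.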
S2 tox – Viability Counterscreen for Primary qHTS for Inhibitors of ATXN expression; AID 651635, 2014; S2 cells (HEK-293 line with an ATXN2-luciferase reporter) viability, CellTiter-Fluor protease fluorescence, 24 h; Potency, µM (series often up to 56.7 µM), most hits filed as cytotoxic; hit rate 0.49% among 400,000; further: potency means the concentration at half of the fitted maximal effect; nearly all actives have a fitted effect of over 40% in size
ATXN2 expr inh – Primary qHTS for Inhibitors of ATXN expression | HEK-293 ATXN2-luciferase reporter, luminescence, 24 h | Potency, µM (doses to about 57 µM), for the others: at the highest dose activity change, negative = inhibition, usual class: inhibitors | hit rate 0.72% among 360,000 | AID 1745845, 2022; further: potency means the concentration at half of the fitted maximal effect; on the % scale 0 is the no-effect control and ±100 the full control effect; nearly all actives have a fitted effect of over 55% in size
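ATXN2-luciferase reporter cells (luciferase flanked by upstream and downstream ATXN2 gene portions) were treated 24 h at 37 °C with compounds at up to 57 uM. SteadyGlo luminescence gave expression; GF-AFC fluorescence gave viability.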
HepG2 viability – qHTS for Inhibitors of TGF-b: Cytotox Counterscreen | hit rate 0.76% among 410,000 | Potency, µM (doses to about 46.1 µM), inactives show at the top dose activity change, negative = cytotoxicity, most hits filed as cytotoxic | HepG2 CAGA-GFP viability, ATP luminescence, 18 h; further: potency means the concentration at half of the fitted maximal effect; some results filed as inactive show a strong effect at the top dose
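HepG2 CAGA-GFP cells (1000/well, DMEM with 1% FBS) received compound, then TGF-beta at 500 pg/mL final, and were incubated 18 hours at 37 degrees C. Viability was read by CellTiter-Glo luminescence. Media-only wells were set as complete cell-killing and DMSO as no toxicity.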
IL1B secr inh – qHTS for Inhibitors of Inflammasome Signaling: IL-1-beta AlphaLISA Primary Screen; activity change, % at 57.5 µM; THP-1 LPS/ATP IL-1B secretion, AlphaLISA, 16 h; hits give low values; hit rate 4.7% among 360,000; in the data active means activity change below about -50%; inconclusive means mostly about -30% to -49%; further: on the % scale 0 is the no-effect control and ±100 the full control effect
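THP-1 cells pretreated 1 hr with compounds (up to 57.5 uM final), then stimulated with LPS (250 ng/mL final) plus ATP (1.25 mM final); secreted IL-1B measured by AlphaLISA after 16 hr, decreased signal indicating inhibition.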
TGFb SMAD3 inh – qHTS for Inhibitors of TGF-b; hit rate 1.2% among 410,000; HepG2 CAGA-GFP TGF-b/SMAD3 reporter, GFP fluorescence, 18 h; TGF-beta stimulated, 500 pg/mL final; Potency, µM (titrated, usually from 46.1 µM), inactives show at the highest dose activity, negative = inhibition, most hits filed as inhibitors; AID 588855, 2011; further: potency means the concentration at half of the fitted maximal effect; on the % scale 0 is the no-effect control and ±100 the full control effect; nearly all actives have a fitted effect of over 65% in size
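HEPG2 CAGA-GFP, 1000 cells/well; 2 h settle, 37 C; cpd via pin tool; TGF-b 500 pg/mL final; 18 h, 37 C; GFP imaging ex488/em500-530; %Activity normalised to -TGF-b and +DMSO controls; CRC fit, curve class.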
Nrf2 activator – qHTS of Nrf2 Activators | AREc32 ARE-luciferase reporter (MCF7-derived line), luminescence, 24 h | Potency, µM (top dose mostly 46.1 µM), inactives show at the highest dose activation, usual class: activators | hit rate 0.31% among 410,000; further: potency means the concentration at half of the fitted maximal effect; % of control where 0% means no effect; nearly all actives have a fitted effect of over 65% in size
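AREc32 cells carrying an ARE-driven firefly luciferase, 1000 cells/well in OPTI-MEM with 5% FBS, dosed after overnight attachment and incubated 24 hr at 37 deg C. Steady-Glo luminescence read after 30 min at RT.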
Active calls of the source: *; i = inactive; ? = inconclusive; / = not tested or not shown; & = joins results of further samples; [ ] = dose if it differs, or a comment. Unless noted, the call rests on the fitted dose curve; in most records, active means well fitted curve in the direction sought with a large enough effect; inconclusive means small, poorly fitted or top-dose-only effect, or another doubt; inactive means no such curve, though single readings can be large; an effect the other way counts as inactive or inconclusive. An excerpt; rates above refer to the full screens.

SMILES	Nrf2 block	MCF10A rereplic	A549 viability	S2 tox	ATXN2 expr inh	HepG2 viability	IL1B secr inh	TGFb SMAD3 inh	Nrf2 activator
O=C(O)c1ccc2c(c1)C1C(Cl)C(Sc3ccccc3[N+](=O)[O-])CC1C(c1cccc([N+](=O)[O-])c1)N2 (centres undefined)	4%	-3%	-13%	i	-25%	-14%	8	0%	2.0%
CCCCn1c(O)c(C=NCCCn2ccnc2)c(=O)[nH]c1=O	-16%	-5%	-24%	i	-11%	-16%	10	-25%	-0.2%
O=[N+]([O-])c1cc([As](=O)(O)O)ccc1O	7%	3%	-12%	?	4%&10%	2%	22	19%	0.4%
O=C(COc1ccc(Cl)cc1)N1CCN(Cc2ccc([N+](=O)[O-])cc2)CC1	?	-1%	-21%	i	/	-34%	-23	?	6.0%
Cc1cc(OC(=O)N(C)C)nc2c1c(C)nn2C	-19%	2%	-6%	i	-1%	-3%	21	2%	-0.2%
CCOC(=O)[C@]12Cc3cc(C)ccc3[C@H]1N(CCC(=O)OC)C(=O)c1cc(OC)ccc12	/	/	/	16µM*	22µM*	/	-124*	/	8.0%
CC[C@H](OC(C)=O)C(C[C@H](C)N(C)C)(c1ccccc1)c1ccccc1	/	10%	-10%	i	-21%	-30%	/	10%	0.2%
O=C(CC1CCCCC1)c1c(O)c2ccccc2oc1=O	?	?	-29%	i	6%	-33%	16	-38%	2.8%
COP(=O)(OC)Oc1ccc(C(O)C(Cl)(Cl)Cl)cc1 (centres undefined)	0%	-1%	-3%	i	11%	9%	27	-9%	2.7%
COc1c(C)cc(C(=O)C2CCCN(Cc3ccccn3)C2)cc1C (centres undefined)	0%	?	-4%	i	-7%	-20%	12	?	-0.7%
CCOC(=O)c1c(C)[nH]c(C)c1C(=O)C(Cc1ccccc1)N(C)C (centres undefined)	-7%	?	1%	i	/	-13%	2	30%[activator]	2.9%
FC(F)(F)c1ccc2c(c1)nnn2C1CCN(Cc2nnnn2Cc2ccccc2)CC1	?	14%	-12%	i	-11%	-23%	?	1%	2.6%
COC(=O)C1=C(c2cccc(C#N)c2)C[C@@H]2CC[C@H]1N2C(=O)N1CCc2cc(OC)c(OC)cc2C1	-9%	3%	-7%	i	0%	-30%	4	-5%	2.8%
Cc1occc1C(=O)N1CCC2(CC1)OCCO2	/	-1%	-9%	i	13%	-2%	2	-17%	-0.4%
CCCCn1c(O)c(C(CC)=NCCCN(C)C)c(=O)[nH]c1=O	24%	0%	/	i	-13%	-1%	0	-12%	0.3%
CC(C(=O)c1c[nH]c2ccccc12)N1CCOCC1 (centres undefined)	4%	9%	17%	i	-18%	39%	12	36%[activator]	0.3%
COc1cc(CN2CCNCC2)cc(OC)c1OC	0%	11%	2%	i	2%	1%	3	-2%	0.1%
CC(C)(C)[C@]1(O)C[C@@H]2OC(=O)C[C@@]23C(=O)O[C@@H]2OC(=O)[C@@H](O)C213 (some centres undefined)	0%	1%	-1%	i	9%	-1%	21	1%	-0.5%
CN1CCc2cccc(Cl)c2CC1	28%	-1%	4%	i	-6%	-17%	16	1%	-0.4%
O=C1NCN(c2ccccc2)C12CCN(C(c1cccc3ccccc13)c1nnnn1C1CCCC1)CC2 (centres undefined)	/	/	/	?	-35%	-14%	-62*	?	1.2%

An excerpt of these results, with values under each structure.
Below each compound – Nrf2 block | MCF10A rereplic | A549 viability | S2 tox | ATXN2 expr inh | HepG2 viability | IL1B secr inh | TGFb SMAD3 inh | Nrf2 activator
Cc1occc1C(=O)N1CCC2(CC1)OCCO2
→ / | -1% | -9% | i | 13% | -2% | 2 | -17% | -0.4%
CCCCn1c(O)c(C(CC)=NCCCN(C)C)c(=O)[nH]c1=O
→ 24% | 0% | / | i | -13% | -1% | 0 | -12% | 0.3%

Going on with the list:
SMILES	Nrf2 block	MCF10A rereplic	A549 viability	S2 tox	ATXN2 expr inh	HepG2 viability	IL1B secr inh	TGFb SMAD3 inh	Nrf2 activator
Cc1cccc(N2C(=O)/C(=C/c3ccc(CN(CCC#N)S(C)(=O)=O)o3)C(=O)NC2=S)c1	/	0%	-2%	i	-5%	7%	2	1%	-1.0%
CCCC[N+]12C3C[C@H](C4[C@H](O)[C@]5(C[C@@H]41)c1ccccc1N(C)[C@@H]35)[C@H](CC)[C@H]2O (some centres undefined)	-32%	1%	-14%	i	/	-23%	-13	-18%	-0.8%
Cc1cc2c(cc(C(=O)N3CCC(C(=O)NC4CCCC4)CC3)n2Cc2c(F)cccc2Cl)o1	16µM*	11%	-22%	?	?	-22%	18	?	0.6%
CC(C)(C)N1Cc2ccccc2C1=N	1%	3%	17%	i	-5%	6%	-17	-1%	2.2%
CCC(COC(=O)NC)NC(=O)Oc1cccc(C)c1 (centres undefined)	9%	0%	9%	i	16%	-4%	12	14%	0.1%
CCOC(=O)[C@]12Cc3ccccc3[C@H]1N(Cc1ccccc1)C(=O)c1cc(OC)ccc12	/	/	/	?	2%	/	-13	/	4.7%
Cn1cc(C(=O)OCC(=O)N2CCCC2)c2ccccc21	6%	-5%	-3%	i	4%	9%	-12	-33%	0.1%
CCCCCCOc1ccc(CN2CCN(CC)CC2)cc1	?	7%	-17%	?	-25%	-32%	?	?	0.1%
COc1ccccc1C1=NCc2nnc(C)n2-c2ccc(Cl)cc21	-6%	3%	-4%	i	4%	-3%	14	-3%	0.3%
COc1ccc(C2=NCC(=S)Nc3ccc(Cl)cc32)cc1Cl	-24%	11%	1%	i	/	4%	22	8%	-0.8%

Brought forward from above: 5 compounds; new compounds follow.
SMILES	Nrf2 block	MCF10A rereplic	A549 viability	S2 tox	ATXN2 expr inh	HepG2 viability	IL1B secr inh	TGFb SMAD3 inh	Nrf2 activator
CCOC(=O)[C@]12Cc3ccccc3[C@H]1N(Cc1ccccc1)C(=O)c1cc(OC)ccc12	/	/	/	?	2%	/	-13	/	4.7%
Cn1cc(C(=O)OCC(=O)N2CCCC2)c2ccccc21	6%	-5%	-3%	i	4%	9%	-12	-33%	0.1%
CCCCCCOc1ccc(CN2CCN(CC)CC2)cc1	?	7%	-17%	?	-25%	-32%	?	?	0.1%
COc1ccccc1C1=NCc2nnc(C)n2-c2ccc(Cl)cc21	-6%	3%	-4%	i	4%	-3%	14	-3%	0.3%
COc1ccc(C2=NCC(=S)Nc3ccc(Cl)cc32)cc1Cl	-24%	11%	1%	i	/	4%	22	8%	-0.8%
CCN(c1ccccc1)S(=O)(=O)c1ccc(C(=O)NCC(c2ccccc2OC)N2CCCC2)cc1 (centres undefined)	7%	?	8%	?	-8%	-13%	6	-10%	0.6%
COc1ccccc1NC(=O)N1CCN(c2nnc(C)c3c(C)n(-c4ccc(Cl)cc4)nc23)CC1	?	/	-5%	i	-8%	5%	/	?	2.4%
CCCN1C2CCCC1CC(NC(C)=O)C2 (centres undefined)	6%	-3%	-8%	i	-5%	-7%	22	0%	-0.7%
CCOC(=O)c1cccc(C2=C(CNC(C)=O)[C@H]3CC[C@@H](C2)N3Cc2ccccc2)c1	/	/	/	i	2%	-38%	-15	3%	0.7%
O=C(Nc1cccc(OC(=O)N2CCOCC2)c1)N1CCOCC1	1%	2%	-7%	i	2%	-6%	32	-7%	-0.9%
N#CC(Br)Br	14%	-4%	-11%	i	4%	6%	11	-1%	0.4%
Cn1nc(N)c2c1N=P(N1CCOCC1)(N1CCOCC1)N=C2c1ccccc1	-12%	3%	-2%	i	5%	2%	11	-1%	0.2%
COc1cc(C(=S)N2CCOCC2)cc(OC)c1OC(=O)Cc1ccccc1	-13%	-1%	6%	?	-16%	-2%	43	-11%	-0.5%
Cc1ccsc1C(=O)C1CCCN(Cc2ccccc2O)C1 (centres undefined)	-9%	?	1%	i	-21%	0%	-18	14%	-0.3%
COc1ccc(OC(=O)N(C)C[C@H]2OCc3cnnn3CCCC(=O)N([C@H](C)CO)C[C@H]2C)cc1	/	/	/	i	-16%	-19%	8	-2%	-0.9%
C=CCc1ccc(OC(=O)NC2CCCCC2)c(OC)c1	?	-19%	-2%	i	35%[activator]	3%	?	1%	2.9%
C[C@]12CC[C@H](O)C[C@H]1CC[C@@H]1[C@@H]2C[C@@H](O)[C@]2(C)[C@@H](C3=CC(=O)OC3)CC[C@]12O	0.46µM*	?	?	?	?	-56%	-66*	10µM*	-3.5%
CCn1c(O)c(/C(C)=N/N2CCCCC2c2cccnc2)c(=O)[nH]c1=S (centres undefined)	-3%	-1%	4%	i	13%	-31%	30	-14%	0.6%
CN1C(=O)C(C2(C#N)CCCCC2)C(=O)N(C)C1=O	/	-4%	-4%	i	-6%	-13%	5	20%	-0.1%
O=C(COC(=O)Cc1ccccc1)Nc1ccc(SC(F)F)cc1	5%	-4%	1%	i	-6%	-2%	14	8%	-0.5%
COC(=O)C1=C(c2cc3ccccc3s2)C[C@@H]2CC[C@H]1N2C(=O)N1CCOCC1	-7%	?	-8%	?	?	-7%	30	?	-0.9%
Cc1cccc(CN2CCN(Cc3ccc(Cl)cc3)CC2)c1	?	7.3µM*	-4%	?	-35%	-37%	?	?	0.0%
Cc1cccc(NC(=O)Cn2cc(C(=O)c3ccccc3)c3ccccc32)c1	?	/	-19%	/	/	-18%	/	10µM*	-0.3%
